KDM5B inhibitor – inhibitors of human KDM5B histone demethylase. hit rate 2.6% among 220,000. Potency, µM (doses to about 57.7 µM), for inactives: at the top dose activity change, negative = inhibition, hits mostly inhibitors. Q9UGL1. KDM5B demethylase, FDH-coupled NADH fluorescence (FDH is formaldehyde dehydrogenase); active means well fitted inhibition curve with a large enough effect; inconclusive means small, poorly fitted or top-dose-only effect; inactive means no such curve, though single readings can be large or run the other way; further: 0% is about no effect; nearly all actives have a fitted effect of over 70% in size
Target sequence (Q9UGL1 whole entry, looked up): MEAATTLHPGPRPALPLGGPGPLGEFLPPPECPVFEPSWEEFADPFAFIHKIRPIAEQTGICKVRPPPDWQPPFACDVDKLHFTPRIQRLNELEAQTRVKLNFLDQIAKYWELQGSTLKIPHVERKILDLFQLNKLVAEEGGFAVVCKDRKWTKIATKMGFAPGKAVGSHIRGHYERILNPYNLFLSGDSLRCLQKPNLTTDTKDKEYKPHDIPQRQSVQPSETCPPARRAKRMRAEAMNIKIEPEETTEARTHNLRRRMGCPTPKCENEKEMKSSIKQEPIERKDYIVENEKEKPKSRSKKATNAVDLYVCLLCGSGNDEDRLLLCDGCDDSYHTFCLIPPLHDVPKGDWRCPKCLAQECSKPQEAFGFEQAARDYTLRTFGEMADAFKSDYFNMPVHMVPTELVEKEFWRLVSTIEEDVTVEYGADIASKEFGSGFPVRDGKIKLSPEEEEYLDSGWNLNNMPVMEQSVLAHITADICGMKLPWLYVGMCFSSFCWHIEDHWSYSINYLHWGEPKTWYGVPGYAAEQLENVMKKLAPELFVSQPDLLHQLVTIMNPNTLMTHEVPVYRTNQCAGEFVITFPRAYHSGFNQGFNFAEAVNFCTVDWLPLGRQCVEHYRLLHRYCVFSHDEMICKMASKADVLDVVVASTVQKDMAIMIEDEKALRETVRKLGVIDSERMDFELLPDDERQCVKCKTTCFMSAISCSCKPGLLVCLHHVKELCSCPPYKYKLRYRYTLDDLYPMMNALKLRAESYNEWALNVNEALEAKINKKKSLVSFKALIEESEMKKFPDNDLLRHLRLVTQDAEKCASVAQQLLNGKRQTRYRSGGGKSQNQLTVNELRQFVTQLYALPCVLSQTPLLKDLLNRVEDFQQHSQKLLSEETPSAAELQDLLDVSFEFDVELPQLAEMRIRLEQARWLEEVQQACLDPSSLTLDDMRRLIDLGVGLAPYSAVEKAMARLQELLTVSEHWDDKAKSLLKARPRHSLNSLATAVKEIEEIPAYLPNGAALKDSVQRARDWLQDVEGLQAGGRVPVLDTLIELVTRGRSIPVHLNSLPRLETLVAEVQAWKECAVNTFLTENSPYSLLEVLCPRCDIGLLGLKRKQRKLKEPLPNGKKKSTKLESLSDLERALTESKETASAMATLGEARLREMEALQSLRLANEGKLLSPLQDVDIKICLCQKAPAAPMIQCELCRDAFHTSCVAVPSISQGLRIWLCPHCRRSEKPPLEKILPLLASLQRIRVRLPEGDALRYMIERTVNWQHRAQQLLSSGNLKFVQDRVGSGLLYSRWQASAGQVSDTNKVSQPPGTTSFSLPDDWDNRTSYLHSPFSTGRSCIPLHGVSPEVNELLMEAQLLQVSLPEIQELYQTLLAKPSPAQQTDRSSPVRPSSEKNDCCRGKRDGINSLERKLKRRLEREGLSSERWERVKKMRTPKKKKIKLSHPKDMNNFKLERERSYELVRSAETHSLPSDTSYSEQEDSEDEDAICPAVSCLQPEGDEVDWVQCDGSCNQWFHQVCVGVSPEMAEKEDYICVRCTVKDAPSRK
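Measured: NADH fluorescence change, 30 min, RT. System: KDM5BΔAP 200 nM final, H3K4me3 peptide, α-KG, Fe(II), ascorbate, NAD⁺ plus FDH, pH 7.5 HEPES. Compounds: titrated, 10 min pre-incubation with enzyme.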
* marks the source's active call; other numbers are inactive results; i = inactive; ? = inconclusive; & = joins results of further samples; [ ] = another dose, or the depositor's remark. Potency means the concentration at half of the fitted maximal effect.

SMILES	KDM5B inhibitor
COC(=O)N/N=C/C(C)=C/c1ccccc1	7.4%
CCCCNC(=O)C(C#N)c1nc2ccccc2nc1N1CCN(C(=O)OCC)CC1 (stereo unspecified)	?
Cc1ccc(-c2nnc(Nc3ccc(Cl)c(Cl)c3)c3ccccc23)cc1S(=O)(=O)N(C)C	?
Cc1ccccc1-c1nc2cnccn2c1NCCC(=O)N1CCC(C)CC1	28.2µM*
COc1ccc(-n2nc(C(=O)Nc3cc(C)ccn3)c3c4ccccc4n(C)c3c2=O)cc1Cl	-2.7%
CCCCSc1nc2c(c(=O)n(C)c(=O)n2C)n1Cc1ccc(Cl)cc1	-1.4%
CCc1cccc(C)c1NC(=O)Nc1csc2c1CCCC2	-19.1%
CCC(O)c1cc2n(n1)CCN(C(=O)Cc1noc3ccccc13)C2 (stereo unspecified)	27.2%
COc1ccc(NC(=O)N2CCc3c(nc4cc(-c5ccccc5)[nH]n4c3=O)C2)c(C)c1	20µM*
C=CCn1c(-c2cnn(-c3ccccc3)c2N)n[nH]c1=S	9.5%
Cc1ccccc1C(=O)NC(NC(=O)c1ccccc1C)c1ccc(Br)cc1	7.0%
COC(=O)C1=C(C)OC(N)=C(C#N)C1c1ccccc1C(F)(F)F (stereo unspecified)	6.2%
COc1ccc2c(C)c(CC(=O)NCCc3ccccc3)c(=O)oc2c1OC	1.1%
COc1ccc(C(=O)NC[C@@H]2C=C(C)[C@H](CC(=O)O)C[C@H]2C(C)C)cc1	-12.9%[86.2 µM]
CC(C)c1ccc(CNC(=O)c2ccc(N3CCCC3)c(NC(=O)NCc3ccccc3)c2)cc1	?
CN(C)C[C@@H]1CN(S(C)(=O)=O)C[C@H]1NC(=O)COc1ccc(Cl)cc1	-2.5%
COc1ccccc1-c1nc(C#N)c(N2CCN(Cc3ccccc3)CC2)o1	?
Cc1ccc(CCNc2ncnc3onc(-c4ccc(F)cc4)c23)cc1	2.2%
Cc1ccc(S(=O)(=O)NNC(=O)c2ccccc2-n2cccc2)cc1	-8.2%
O=C(NCC1(COc2ccccc2)C[C@@H](O)[C@@H](O)C1)c1ccc(F)cc1 (stereo partly specified)	?
Cc1nc(-c2ccc(S(=O)(=O)N(C)Cc3ccccc3)cc2)co1	-28.2%
c1ccc(OCc2cc(CC3(NCc4ccco4)COC3)no2)cc1	-15.5%[86.2 µM]
Cc1ccc(-c2cnc(-c3ccccc3C(=O)OCC(=O)NCCC#N)o2)cc1	?
Cc1cc(C)cc(NC(=O)Cc2c(C(=O)O)c(C)cn2C)c1	-3.2%
C=CCNCc1ccccc1OCC	-4.6%
O=C(Nc1cccc(S(=O)(=O)N2CCCC2)c1)C1=COCCO1	-12.8%
COc1ccc(Cn2c(=O)c3oc4ccccc4c3n(Cc3ccc(F)cc3)c2=O)cc1	?
CC(C)N1C[C@H](O)C[C@H]1c1nnc2n1CCN(C(=O)c1cccn1C)CC2	?
N#C/C(=C\c1ccc(-c2ccc(Cl)cc2)o1)c1nc2ccccc2[nH]1	-28.4%
COc1ccc(C2=Nc3ccccc3NC(c3cccs3)=N2)cc1	-8.2%
O=C(CSc1ccc2nc(-c3ccccc3)cn2n1)Nc1ccccc1C(F)(F)F	?
Cc1cccc(-n2c3c(cc(C#N)c2=O)C(=O)CC(c2ccccc2)C3)c1 (stereo unspecified)	?
O=C(CSc1nc2ccccc2[nH]1)N1N=C(c2cccs2)CC1c1ccco1 (stereo unspecified)	?
CN(C)CCNC(=O)c1ccc(-c2nn(C)c(=O)c3ccccc23)cc1	?
COCC(=O)Nc1c(C(=O)N2CCCC2)oc2ccccc12	42.3%[activator]
OCCc1ccc(O)c(-n2nc3ccccc3n2)c1	-5.9%
Cc1nc2nc(-c3ccccc3Cl)nn2c(C)c1CC(=O)N1CCCC1	15.4%
CCn1cc(CN2CC[C@H]3C(=O)NCCCCCCN(Cc4ccncc4)[C@@H]3C2)c(C)n1	?
O=C(O)CNC(=O)CNC(=O)CCn1c(-c2ccccc2)cc2ccccc21	?
CCOCCCNC(=O)C1CCN(c2cc(C)nc3c(-c4ccc(Cl)cc4)c(C)nn23)CC1	-8.5%
COc1ccccc1CNC(=O)C(NS(=O)(=O)c1cccs1)C(C)C (stereo unspecified)	-8.7%
COc1ccc(C(=O)N2CCC3(CC2)CCC(O)(CN(C)C)CC3)cc1OC	-14.7%
O=C1c2ccccc2C(c2ccc(NC(=O)C(c3ccccc3)c3ccccc3)cc2)(c2ccc(NC(=O)C(c3ccccc3)c3ccccc3)cc2)c2ccccc21	0.6%
CCC(C)NC(=O)C1COC2(CCN(C(=O)c3cccc(Cl)c3)CC2)N1C(=O)c1ccccc1C (stereo unspecified)	3.5%
COc1ccc2oc(C(=O)Nc3nc(C)cs3)c(C)c2c1	?
CCCCCCCCCCCCN1C(=O)CSC1c1cccnc1 (stereo unspecified)	-17.2%
CCCN1CCN(CCCNC(=O)c2ccc3c(c2)sc2nc(-c4ccc(C)cc4)cn23)CC1	-24.7%
O=C1CCC/C(=N/NC(=O)c2cc(-c3ccncc3)nc3ccccc23)C1	-14.2%
C=CCN(Cc1ccc2c(c1)OCO2)C(C#CC1CC1)C(C)C (stereo unspecified)	-2.0%
COc1cc(C(=O)Nc2c(NC3CCCCC3)c3ccccc3oc2=O)ccc1OC(C)=O	-10.0%
Other records.
SMILES	KDM5B inhibitor
CN(C)S(=O)(=O)c1ccc(-c2nc(C#N)c(N3CCN(c4cccc(Cl)c4)CC3)o2)cc1	-17.9%
CN(Cc1cccn1C)C(=O)c1cccc(Cl)c1	15.0%[86.2 µM]
COc1cccc(CNC(=O)COCc2cc(-c3ccc4c(c3)OCO4)on2)c1	?
CN1CCCC2(C1)CN(Cc1cccnc1)c1ccc(C(=O)Nc3ccc(F)cc3)cc12 (stereo unspecified)	-4.6%[86.2 µM]
CC1=Nc2cc(C(=O)NCc3ccc(C)cc3)ccc2Sc2ccc(Cl)cc21	4.4%&-25.7%
O=C(CCc1ccccc1)N1CCC2(CC1)CN(c1ncccn1)CC2CO (stereo unspecified)	?
COc1ccc(CCN2C(=O)O[C@@H]3CN(c4nc(C)cc(C)n4)C[C@@H]32)cc1	17.8µM*
COc1cccc(CNC(=O)CCc2c(C)nc3c(c2C)c(=O)n(C)c(=O)n3C)c1	?
COc1cccc(CNC(=O)[C@@H]2C[C@@H](O)CN2C2CCN(C(=O)c3cc(C)n(C)n3)CC2)c1	11.3%
CCN(Cc1ccncc1)C(=O)c1ccc2c(c1)C(O)CCCCCN2CCOC (stereo unspecified)	?
Cc1cccc(CC(=O)NC2CC(=O)N(c3ccccc3)C2)c1 (stereo unspecified)	7.0%
Cc1ccc(-c2nnn(CC(=O)N(C)Cc3ccc(Cl)s3)n2)cc1	-1.2%
O=C(COc1ccc(F)cc1)N1CCCC(c2noc(COc3ccccc3F)n2)C1 (stereo unspecified)	-22.4%
Cc1nn2c(c1-c1ccccc1C(C)C)N(Cc1ccc(C(=O)O)cc1)CCC2	-11.5%[86.2 µM]
Cc1ccc(-c2nnn(CC(=O)N(CCCO)C(C(=O)NC3CCCC3)c3ccc(Cl)cc3)n2)o1 (stereo unspecified)	17.4%
COc1ccccc1N1CCN(C(=O)Cn2ncc3ccsc3c2=O)CC1	-6.8%
Fc1ccc(CSc2nc(-c3ccccc3)cc(C(F)(F)F)n2)cc1	-1.6%
CCCC1=NN(C(=O)CSCc2ccccc2Cl)C(O)(C(F)(F)F)C1 (stereo unspecified)	-9.1%
Cc1nn(S(=O)(=O)c2ccc(C(C)(C)C)cc2)c(C)c1S(=O)(=O)N1CCC(C)CC1	?
CS(=O)(=O)N1C[C@@H]2OCC(=O)N(Cc3ccccc3)[C@@H]2C1	-1.2%[86.2 µM]
Cc1ccc(-c2ccc(OC(=O)c3cnc(C)cn3)cc2)cc1	11.2%
COc1ccc(/C=C/C(=O)Oc2ccc(C(C)=O)cc2)cc1	11.5%
Cc1[nH]c2ccc(C(=O)N3CC[C@@](C)(O)[C@@H](O)C3)cc2c1C	30.7%[activator]
COc1ccc(OCC(=O)NCC2(N3CCN(C)CC3)CCCCC2)cc1	-11.6%
Cn1c(NCCCO)nc2c1c(=O)n(Cc1cccc(Cl)c1)c(=O)n2C	3.2%
CNC(=O)NC(=O)Cn1cnc2sc(-c3ccccc3)cc2c1=O	15.9%
COc1ccc(S(=O)(=O)N2c3ccc(Br)cc3C(C)=CC2(C)C)cc1	-6.7%
CN(C)C(CNC(=O)Cc1c[nH]c2ccccc12)c1ccccc1 (stereo unspecified)	8.0%
CC(C)C(=O)Nc1c2c(nn1-c1ccc(F)cc1)CS(=O)(=O)C2	21.3%
COc1ccccc1CN1CC(CNC(=O)Nc2ccccc2)C2(C1)CN(c1ccccc1)C2 (stereo unspecified)	?
N#Cc1ccccc1CNc1ccc(Br)cc1F	-23.4%
N#Cc1cccnc1N1CCN(c2nccc(N3CCCC(O)C3)n2)CC1 (stereo unspecified)	?
O=C(CCn1ccc(=O)[nH]c1=O)N1CCN(Cc2ccccc2)CC(O)C1 (stereo unspecified)	-21.6%
CC(O)CNc1nc2c(c(=O)n(Cc3ccccc3)c(=O)n2C)n1Cc1ccccc1 (stereo unspecified)	14.0%
Cc1cccc(C(C)NNC(=O)C(O)(c2cccc(C)c2)c2cccc(C)c2)c1 (stereo unspecified)	7.2%
COc1ccc(-c2cc(N3CCC(NC(=O)c4ccc(N(C)C)cc4)C3)n[nH]2)cc1 (stereo unspecified)	?
N#Cc1ccc(CS(=O)(=O)Cc2ccccc2F)cc1	2.3%
CC(C)Cc1cc(CC2(NCc3ccccc3O)COC2)no1	2.2%[86.2 µM]
COc1ccc(CNC(=O)/C=C/c2ccccc2)cc1	17.2%
O=C(NCc1nnc2cc(-c3nc(C4CC4)no3)ccn12)c1ccc(F)cc1	i
CCCC(=O)n1nc(-c2ccco2)nc1NCc1ccccc1Cl	8.3%
Cn1c(CCNC(=O)C23CCCC=C2N(Cc2ccccc2)C(=O)CC3)nc2ccccc21 (stereo unspecified)	-1.3%
CN(CC(=O)Nc1cccc(F)c1)C(=O)C1CCN(c2ccc(C#N)cn2)CC1	-18.3%
COc1ccc(-c2cc(C(=O)N3CCN(C(=O)C(=O)N4CCOCC4)CC3)c3ccccc3n2)cc1	?
CC(C)c1nnc(C2CN(C(=O)c3ccc(Cl)s3)CC23CCOCC3)o1 (stereo unspecified)	-7.0%
COC(=O)C(C)Oc1ccc2c(=O)c(-c3ccc(Cl)cc3)c(C(F)(F)F)oc2c1 (stereo unspecified)	8.6%
CN1CCCCCCN(C(=O)C2CCCCC2)[C@H]2CCC[C@H]2C1=O	7.9%
CN(C)CCNC(=O)C[C@@H]1CCNC[C@@H]1Cc1cc(-c2ccc(C(C)(C)C)cc2)on1	-10.7%[86.2 µM]
CC(C)CN(C(=O)c1cc2c(s1)CCCCC2)c1c(N)n(CC(C)C)c(=O)[nH]c1=O	0.2%
Cc1onc(-c2c(F)cccc2Cl)c1C(=O)Nc1nnc(C(F)(F)F)s1	4.8%
(list continues)
SMILES	KDM5B inhibitor
Cc1ccc(C(=O)N2C[C@@H](C)[C@](O)(C3CC3)C2)s1	26.8%
CC1Cc2cc(-c3csc(NC4CCCC4)n3)ccc2N1S(C)(=O)=O (stereo unspecified)	-9.6%
CCOC(=O)CCNC(=O)N1CC[C@H]2C(=O)NCCCCCCN(Cc3ccncc3)[C@@H]2C1	?
O=C(Nc1ccc(-c2nnc3n2CCCC3)cc1)Nc1ccccc1Cl	-13.6%
CCN(CC)c1nc2c(c(=O)n(C)c(=O)n2C)n1CC(=O)c1ccc(Br)cc1	-27.7%
Cc1c(C)n(Cc2ccncc2)c2ncn3nc(Cc4ccccc4)nc3c12	?
CCn1c(CC2CCN(C(=O)CCc3ccc4c(c3)OCO4)CC2)nn(C)c1=O	18.5%
CNC(=O)[C@@H](c1ccccc1)N1CCC[C@H]1C(=O)NC1CCCCC1	-10.0%[86.2 µM]
CCCOc1ccc(NC(=O)c2cccc(OCC)c2)c2cccnc12	3.7%
CN(CCc1noc(C2CN(C(=O)c3ccccc3C(F)(F)F)C2)n1)C(=O)C1CC1	8.3%
CC(C)C(=O)N1CCc2c(n(Cc3cccnc3)n(CCc3ccccc3)c2=O)C1	-2.8%[86.2 µM]
CCC(CC)NC(=O)Nc1ccc(Cl)cc1Cl	3.4%
C/C=C/Cn1c(SC(C)CC)nc2c1c(=O)[nH]c(=O)n2C (stereo unspecified)	-21.2%
COc1ccc(-c2[nH]ncc2CN2CCn3nnc(CCC(=O)N4CCCC4)c3C2)cc1	-1.0%
Cc1ccc(Cl)cc1NC(=O)CN1CCN(S(=O)(=O)N2CCOCC2)CC1	12.3%
Cc1ccc(CN2CC[C@H](c3nnc(Cc4ccccc4)o3)C2)cc1	6.9%[86.2 µM]

Not all compounds are listed; the hit share may differ from the screen's.
